Screening results: PubChem BioAssay, National Center for Advancing Translational Sciences (NCATS)
CCT modulator = modulators of cytosolic chaperonin (CCT/TRiC) activity; purified chaperonin ATPase assay, HTRF ADP detection, 30 min; activity change, % (no concentration beside the values), hits read low; 0.3% of 360,000 active; AID 651819; in the data active = activity change below about -30%; also: % is scaled to controls: 0 for no effect and ±100 for the full control effect
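ATPase activity: ADP formed was measured by HTRF Transcreener (665/615 nm ratio) after 30 min at 37 deg C with 10 uM ATP. Compounds screened at one 76 uM concentration against 40 or 20 nM TRiC in Tris pH 7.4/KCl/MgCl2/DTT buffer.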
Nrf2 activator = activates Nrf2 signaling; Potency, µM (highest dose often 46.1 µM), for inactives: at the top dose activation, actives largely listed as activators; AREc32 ARE-luciferase reporter (MCF7-derived line), luminescence, 24 h; AID 624171; 0.31% of 410,000 active; also: potency is read from the fitted curve at half-maximal effect; % of control where 0% means no effect; nearly all actives have a fitted effect of over 65% in size
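ARE activation measured as luciferase luminescence (Steady-Glo, 30 min RT) in AREc32_Fluc cells after 24 hr compound exposure at 37 deg C, 5% CO2; cells seeded overnight at 1000/well in OPTI-MEM, 5% FBS.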
A549 viability = counter-screen for Nrf2 inhibitors: cytotoxicity in A549 cells; A549 ARE-Fluc cells, CellTiter-Fluor viability, 18-24 h; Potency, µM (top dose mostly 46 µM), without a hit: top-dose activity change, negative = cytotoxicity, most hits filed as inhibitors; 0.16% of 390,000 active; AID 504648; also: potency is read from the fitted curve at half-maximal effect; % is scaled to controls: 0 for no effect and ±100 for the full control effect
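A549 ARE_Fluc cells in 5% FBS OPTI-MEM were exposed to compounds in concentration-response for 18-24 h at 37 deg C. Viability was read by CellTiter-Fluor fluorescence (Ex 405/Em 525) after 30 min, before the luciferase read.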
EPAC2 antagonist = antagonists of human EPAC2. Q8WZA2. EPAC2 GEF exchange of Rap1B-BODIPY-GDP, fluorescence. Potency, µM (top dose mostly 114 µM), for the others: at the top dose activity, negative = inhibition, actives largely listed as inhibitors. 0.18% of 360,000 active; also: potency is read from the fitted curve at half-maximal effect; % is scaled to controls: 0 for no effect and ±100 for the full control effect; nearly all actives have a fitted effect of over 45% in size; many of its hits are not listed in these tables
Target sequence (Q8WZA2 whole entry, looked up): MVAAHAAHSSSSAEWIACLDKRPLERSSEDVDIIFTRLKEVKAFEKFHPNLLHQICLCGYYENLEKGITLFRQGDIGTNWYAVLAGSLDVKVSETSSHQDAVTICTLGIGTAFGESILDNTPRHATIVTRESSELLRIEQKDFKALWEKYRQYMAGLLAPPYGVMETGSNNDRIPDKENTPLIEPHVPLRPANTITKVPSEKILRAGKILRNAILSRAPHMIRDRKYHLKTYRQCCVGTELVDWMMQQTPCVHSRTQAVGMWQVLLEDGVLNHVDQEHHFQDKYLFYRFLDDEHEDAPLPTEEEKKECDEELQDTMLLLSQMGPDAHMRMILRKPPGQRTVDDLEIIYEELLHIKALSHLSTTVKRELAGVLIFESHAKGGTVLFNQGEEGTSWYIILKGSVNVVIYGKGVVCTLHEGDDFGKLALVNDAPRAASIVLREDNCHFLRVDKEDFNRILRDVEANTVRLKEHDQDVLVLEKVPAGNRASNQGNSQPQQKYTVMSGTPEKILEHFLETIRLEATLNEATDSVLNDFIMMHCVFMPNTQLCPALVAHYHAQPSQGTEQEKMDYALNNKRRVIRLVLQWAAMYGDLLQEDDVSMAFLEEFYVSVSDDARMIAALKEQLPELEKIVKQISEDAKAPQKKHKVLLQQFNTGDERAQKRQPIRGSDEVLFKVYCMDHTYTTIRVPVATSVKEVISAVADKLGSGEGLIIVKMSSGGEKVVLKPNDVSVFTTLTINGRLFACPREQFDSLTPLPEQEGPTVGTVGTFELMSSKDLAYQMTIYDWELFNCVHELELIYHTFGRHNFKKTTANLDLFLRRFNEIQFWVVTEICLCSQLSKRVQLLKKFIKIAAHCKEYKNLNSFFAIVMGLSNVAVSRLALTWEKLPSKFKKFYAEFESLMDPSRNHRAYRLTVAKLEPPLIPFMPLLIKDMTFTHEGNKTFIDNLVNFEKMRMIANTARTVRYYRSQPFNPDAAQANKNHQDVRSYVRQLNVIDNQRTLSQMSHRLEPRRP
MmCpn inh = blocks the Methanococcus maripaludis chaperonin Mm-Cpn | Potency, µM (doses to about 76.9 µM), inactives show at the top dose activity, negative = inhibition, most hits filed as inhibitors | 0.031% of 330,000 active | purified Mm-Cpn ATPase, ADP Transcreener TR-FRET; also: potency is read from the fitted curve at half-maximal effect; % is scaled to controls: 0 for no effect and ±100 for the full control effect; nearly all actives have a fitted effect of over 80% in size
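Purified archaeal chaperonin (25 nM final) was preincubated with compound for 10 min at 37°C, then ATP (10 uM final) was added for 30 min at 37°C in Tris pH 7.4/KCl/MgCl2/DTT buffer. ADP was quantified by HTRF Transcreener TR-FRET.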
EPAC2 ag = activates human EPAC2 exchange factor; EPAC2 activation, biochemical qHTS; response scale: 100% = 6.5 mM cAMP response; AID 720711; Potency, µM (titrated, usually from 154 µM), inactives show top-dose activation, hits mostly activators; 0.079% of 360,000 active; also: potency is read from the fitted curve at half-maximal effect; nearly all actives have a fitted effect of over 50% in size
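In this primary screen, activation is scored as increased exchange of BODIPY-GDP from Rap1B by 100 nM EPAC2, with 50 uM GDP as competitor. Signal is normalized to the 6.5 mM cAMP agonist control.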
Nrf2 block = blocks Nrf2 signaling; A549 ARE-Fluc reporter, luciferase luminescence, 18-24 h; Potency, µM (titrated, usually from 46 µM), for the others: top-dose activity change, negative = inhibition, most hits filed as inhibitors; 2.1% of 360,000 active; also: potency is read from the fitted curve at half-maximal effect; % is scaled to controls: 0 for no effect and ±100 for the full control effect; nearly all actives have a fitted effect of over 60% in size
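Two sequential reads on A549 ARE_Fluc cells exposed to compound for 18-24 h: a CellTiter-Fluor fluorescence read for viability, then a luciferase luminescence read for Nrf2/ARE activity.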
TGFb inhibitor = inhibitors of TGF-b signaling; HepG2 CAGA-GFP TGF-b/SMAD3 reporter, GFP fluorescence, 18 h; TGF-beta stimulated, 500 pg/mL final; Potency, µM (doses to about 46.1 µM), without a hit: at the top dose activity, negative = inhibition, most hits filed as inhibitors; 1.2% of 410,000 active; AID 588855; also: potency is read from the fitted curve at half-maximal effect; % is scaled to controls: 0 for no effect and ±100 for the full control effect; nearly all actives have a fitted effect of over 65% in size
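Cell-based qHTS in HEPG2 carrying a CAGA-GFP Smad reporter; compounds added before 500 pg/mL final TGF-beta, 18 h incubation at 37 degrees C, GFP fluorescence quantified per cell by imaging cytometry.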
Akt phos inh = blocks phosphorylation of Akt; Neuro2A IGF-stimulated pAkt S473 HTRF, 20 min; active compounds read low; activity change, % for hits at 50 µM; 0.32% of 360,000 active; in the data active = activity change below about -80%; inconclusive = mostly about -51% to -80%; also: % is scaled to controls: 0 for no effect and ±100 for the full control effect
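Single-point screen (50 µM final compound) in Neuro2A cells stimulated 20 min with 6 nM IGF at 37 deg C. After lysis, Ser473-phosphorylated Akt read by HTRF (ex 330 nm, em 615/665 nm) as the 665/615 ratio.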
The depositor's hits bear a star; i = inactive; ? = inconclusive; . = no result given; [ ] = another dose, or the depositor's remark. Unless noted, calls follow the shape of the dose curve; as a rule, active = well fitted curve in the direction sought with a large enough effect; inconclusive = small, poorly fitted or top-dose-only effect, or another doubt; inactive = no such curve, though single readings can be large; an effect the other way counts as inactive or inconclusive. This is a subset; count on the stated rates, not on these rows.

Structure	CCT modulator	EPAC2 ag	Nrf2 block	A549 viability	Nrf2 activator	EPAC2 antagonist	TGFb inhibitor	MmCpn inh	Akt phos inh
CCN(CC)c1ccc(/C=N/NC(=O)Cc2cccs2)cc1	-1.5	24.3%	15.3%	-0.3%	1.8%	-1.9%	-4.5%	-2.9%	i
N#Cc1cncc(-c2ccc3c(c2)OCCOCCOCCOCCOCCO3)n1	-2.0	10.6%	4.6%	-0.4%	-0.3%	-1.2%	49.0%[activator]	-1.0%	i
CCN(CC)c1ccc(C(=O)N/N=C(\C)c2cccc(OC)c2)cc1	-1.6	-0.2%	8.9%	-5.8%	2.0%	2.6%	-6.8%	-0.3%	i
CCOc1ncccc1C(=O)OCC(=O)N1CCN(S(=O)(=O)c2ccc(Cl)cc2)CC1	1.0	-9.6%	7.1%	-3.2%	0.0%	-5.8%	-4.3%	2.2%	i
Cc1ccc(N(C(=O)CCl)C(C(=O)NC2CCCCC2)c2cccnc2)cc1C (stereo not drawn)	-0.7	2.1%	-10.3%	-6.9%	14.1µM*	-1.0%	?	-5.9%	i
COc1ccc(OC)c(Nc2nc(NCCC(C)C)nc(N)c2[N+](=O)[O-])c1	-1.0	-11.8%	?	-14.4%	-0.2%	-1.3%	8.4%	-4.5%	i
COc1ccccc1NC(=O)c1csc2c1CCCC2	-2.7	7.8%	5.3%	-13.3%	3.4%	3.5%	2.0%	1.2%	i
COc1ccccc1NS(=O)(=O)c1ccc2oc(SCC(C)=O)nc2c1	1.3	10.4%	?	-5.0%	3.1%	-3.2%	-10.4%	1.7%	i
O=C(COC(=O)CNC(=O)c1ccc(Cl)c([N+](=O)[O-])c1)NNC(=O)c1ccccc1F	0.3	5.9%	2.7%	-10.5%	5.0%	-10.1%	20.6%	2.0%	i
CCOc1ccccc1NC(=O)C1CCCN1S(=O)(=O)c1ccccc1C(F)(F)F (stereo not drawn)	-0.5	14.0%	-14.0%	-6.7%	0.0%	-13.7%	-28.6%	-6.1%	i
COc1ccc(NC(=O)c2cc(-c3ccco3)nc3ccccc23)cn1	1.9	-4.9%	4.2%	-2.0%	?	-1.0%	0.0%	0.7%	i
Nc1nc(SCc2nc3scc(-c4cccs4)c3c(=O)[nH]2)n[nH]1	-3.1	13.1%	.	0.1%	7.0%	-8.0%	15.8%	-0.7%	i
CCN1CCCC1CNC(=O)C(=O)NCCc1ccc(OC)c(OC)c1 (stereo not drawn)	-33.6*	-2.2%	-0.2%	0.3%	-0.1%	2.6%	0.3%	-0.6%	i
CNC(=O)c1ccc(NC(=O)Nc2ccccc2)cc1	0.0	8.8%	18.9%	-1.7%	0.1%	-5.9%	0.3%	-3.1%	i
Nc1nc2nc(-c3cccs3)cc(C(F)(F)F)n2n1	-2.3	-3.3%	9.9%	?	-0.7%	4.3%	-0.8%	-5.5%	i
CCN(CC)c1ccc2c(O)cc(=O)oc2c1	0.4	8.9%	-4.3%	-3.7%	-0.1%	-0.4%	1.9%	-14.1%	i
CCN(CC)S(=O)(=O)c1ccc2c(c1)N(CC(=O)NCCCN1CC(C)CC(C)C1)C(=O)CO2 (stereo not drawn)	-0.1	3.9%	4.4%	5.3%	0.0%	5.6%	0.2%	-0.1%	i
COc1ccc(OCC(=O)Nc2ccc(N3CCN(C(=O)c4ccco4)CC3)cc2)cc1	-2.7	-1.7%	?	-4.4%	0.1%	-0.9%	1.4%	1.4%	i
O=C(NCc1cccc(Cl)c1)C(=O)Nc1ccc2nc3n(c(=O)c2c1)CCCCC3	.	.	4.7%	8.5%	-0.4%	.	4.3%	.	.
CCOC(=O)c1c(C)[nH]c(C(=O)CSc2nnnn2-c2ccccc2)c1C	-2.3	2.9%	0.2%	?	0.0%	-3.8%	-20.2%	?	i
O=C(CCS(=O)(=O)c1ccc(Br)cc1)Nc1ccc(Br)cc1F	-1.2	-5.9%	1.8%	0.6%	0.6%	1.5%	-16.9%	-0.5%	i
N#C/C(=C\C=C\c1ccccc1[N+](=O)[O-])C(=O)NC1CCCCC1	-1.5	-3.9%	-14.9%	-17.5%	?	3.9%	?	-4.2%	i
CCC(c1ccccc1)c1nc(-c2cccnc2)no1 (stereo not drawn)	-3.5	6.8%	-2.6%	1.7%	-1.4%	0.9%	7.0%	-1.0%	i
C[C@H]1CN([C@@H](C)CO)C(=O)c2cc(Br)cnc2O[C@H]1CN(C)C(=O)c1ccc2c(c1)OCO2	-0.6	4.5%	.	.	-0.7%	3.9%	11.6%	.	i
Cc1ccc(S(=O)(=O)N(C)C)cc1NC(=O)C(C)OC(=O)C1CCC1 (stereo not drawn)	0.5	-5.9%	8.9%	-1.2%	-0.7%	12.6%	-4.1%	-1.0%	i
Cc1cccc(C(=O)NC(C(=O)Nc2ccccc2N2CCOCC2)C(C)C)c1 (stereo not drawn)	-1.5	-3.5%	-13.1%	-2.4%	-0.1%	0.8%	-1.0%	0.5%	i
Cc1c(COc2ccc3ccccc3c2)nnn1CC(=O)NS(=O)(=O)c1ccccc1C(F)(F)F	-1.1	1.3%	.	.	-0.5%	-18.4%	0.2%	.	i
COc1cnc(SC(C)C)[nH]c1=O	1.6	5.8%	-2.3%	0.7%	-0.4%	4.9%	-12.7%	-1.8%	i
CC(C)C(=O)NNC(=O)c1ccccn1	0.4	5.8%	2.6%	0.2%	-0.9%	3.7%	0.0%	0.5%	i
Cc1nc2ccccn2c1C(=O)Nc1ccc(Cl)cc1	-3.5	9.5%	?	-0.3%	11.8%	-4.4%	0.0%	1.4%	i
O=C(Nc1ccccc1)c1ccn[nH]1	-0.6	2.9%	16.0%	-8.4%	3.5%	1.1%	-27.4%	0.3%	i
CC(C(=O)N1CCCc2ccccc21)N1CCN(S(=O)(=O)c2ccccc2F)CC1 (stereo not drawn)	-0.4	8.6%	-2.1%	0.5%	-0.9%	17.7%	32.4%[activator]	-5.4%	i
CCOc1ccccc1NC(=O)C1CCN(S(=O)(=O)c2ccc3[nH]c4c(c3c2)CCCCC4)CC1	.	.	-22.8%	-4.1%	-1.1%	.	0.0%	.	.
O=C(Nc1ccc2c(c1)OCO2)c1cccc(Cl)c1	-0.5	4.2%	21.7%	-10.6%	0.3%	3.7%	-3.9%	-2.3%	i
Cc1c(C(=O)c2ccc([N+](=O)[O-])cc2)c(=O)n(C)c(=O)n1C	-2.6	2.3%	-7.5%	-5.2%	2.7%	3.3%	-15.9%	1.5%	i
c1coc(CN(Cc2cccs2)Cc2nnnn2C2CCCCC2)c1	3.5	4.5%	-4.9%	-4.2%	0.2%	-12.8%	-24.5%	0.1%	i
Cn1cnnc1SCC(=O)Nc1ccc(N2CCOCC2)cc1	-0.7	2.3%	12.9%	-1.6%	0.2%	0.1%	?	-8.4%	i
Cc1cc(-c2nnc(CCC(=O)N(C)C(C)c3cccs3)o2)no1 (stereo not drawn)	0.2	3.3%	?	-2.4%	-0.4%	-0.3%	13.8%	-0.3%	i
Clc1ccc(-n2nnnc2-c2ccccc2)cc1Cl	-5.1	16.5%	-23.2%	-2.9%[1.84 µM]	-1.0%	-0.6%	0.5%	1.3%	i
COc1ccc(/C=C/c2c(-c3ccc(OC)cc3)oc3cccnc23)cc1	0.3	5.4%	0.5%	18.1%	-0.8%	-5.1%	5.5%	-10.3%	i
O=C(c1ccc([N+](=O)[O-])cc1)N1CCN(C2=NS(=O)(=O)c3ccccc32)CC1	-0.4	3.7%	24.8%	3.6%	-0.1%	9.4%	4.0%	-0.9%	i
CCn1cc(CNC(=O)c2cc(-c3ccc(C)cc3)nc3ccc(Br)cc23)c(C)n1	.	.	6.8%	-2.4%	5.6%	.	-25.1%	.	.
O=C(CCCCCNC(=O)c1ccccc1)N/N=C/c1ccccc1	-1.9	0.0%	0.7%	3.1%	0.1%	8.6%	-10.7%	3.8%	i
CCCCn1c(-c2ccc(C(C)(C)C)cc2)nc2cc3[nH]c(=O)c(C(C)C)nc3cc21	0.0	-15.1%	5.9%	-1.0%	-0.9%	3.4%	7.3%	-10.5%	i

Two entries picked at random from the list so far, as already listed:
Structure	CCT modulator	EPAC2 ag	Nrf2 block	A549 viability	Nrf2 activator	EPAC2 antagonist	TGFb inhibitor	MmCpn inh	Akt phos inh
CCOc1ccccc1NC(=O)C1CCCN1S(=O)(=O)c1ccccc1C(F)(F)F (stereo not drawn)	-0.5	14.0%	-14.0%	-6.7%	0.0%	-13.7%	-28.6%	-6.1%	i
O=C(c1ccc([N+](=O)[O-])cc1)N1CCN(C2=NS(=O)(=O)c3ccccc32)CC1	-0.4	3.7%	24.8%	3.6%	-0.1%	9.4%	4.0%	-0.9%	i

Look-ups from the entries so far:
EPAC2 ag, `O=C(Nc1ccc2c(c1)OCO2)c1cccc(Cl)c1` stands at 4.2%
EPAC2 ag, `CC(C(=O)N1CCCc2ccccc21)N1CCN(S(=O)(=O)c2ccccc2F)CC1` (stereo not drawn) stands at 8.6%
Nrf2 block, `CCOc1ccccc1NC(=O)C1CCN(S(=O)(=O)c2ccc3[nH]c4c(c3c2)CCCCC4)CC1` stands at -22.8%
A549 viability, `Cn1cnnc1SCC(=O)Nc1ccc(N2CCOCC2)cc1` stands at -1.6%
TGFb inhibitor, `O=C(c1ccc([N+](=O)[O-])cc1)N1CCN(C2=NS(=O)(=O)c3ccccc32)CC1` stands at 4.0%
